Vif-APOBEC3F blk – blocks the Vif interaction with APOBEC3F | HeLa A3F-eYFP + Vif (tagged APOBEC3F with the HIV-1 protein that degrades it), YFP fluorescence increase | hit rate 0.2% among 390,000 | Potency, µM (series often up to 46.1 µM), inactives show at the top dose activity, negative = active; further: potency means the concentration at half of the fitted maximal effect; % of control where 0% means no effect; nearly all actives have a fitted effect of over 65% in size
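HeLa cells stably expressing Vif plus C-terminally eYFP-tagged A3F were seeded, incubated overnight at 37 deg C, dosed with compound, incubated overnight again at 37 deg C. Yellow fluorescence (Ex 488/Em 500-530) reported blocked Vif-mediated A3F-eYFP degradation.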
Glioma ERSR ind – ER stress response induction in glioma. Potency, µM, for the others: at the top dose activation, actives largely listed as activators. AID 602332. hit rate 0.02% among 420,000. U87-MG GRP78 promoter luciferase reporter, 16 h; further: potency means the concentration at half of the fitted maximal effect; series mostly up to about 76 µM; % of control where 0% means no effect; nearly all actives have a fitted effect of over 35% in size
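ERSR induction read as luciferase luminescence (Bright-Glo, 10 min at room temperature) in stably transfected human U87-MG glioma cells exposed to compounds for 16 h, using GRP78 as sensor.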
D2 antag – D2 dopamine receptor (human) antagonism. P14416. HEK293 TREx D2 cells, calcium flux, dopamine EC80. inhibition, % at 10 µM. hit rate 2% among 340,000. AID 485344; in the data active means inhibition above about 30%; further: 0% is about no effect
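Measurement of antagonist activity uses fluorescent calcium dye in inducible HEK293 T-REx D2 cells: 10 s baseline, compound addition with 180 s read, EC80 dopamine addition with a further 180 s read.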
LDHA inh – inhibitors of human lactate dehydrogenase A; AID 1347041; activity change, % (values are at about 110 or 230 µM); purified LDHA, NADH/diaphorase-resazurin fluorescence; stronger effect = lower value; hit rate 0.15% among 480,000; in the data active means activity change below about -30%; inconclusive means mostly about -25% to -30%;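 further: plate controls were DMSO wells for no effect and wells without enzyme for full effect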
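LDH5 2 nM; NADH 0.06 mM, pyruvate 0.2 mM; 200 mM Tris pH 7.4, EDTA, Tween-20; 5 min RT. Detection: diaphorase 0.133 mg/mL + resazurin 37 µM, fluorescence ex540/em590 at 0 and 20 min; normalized to enzyme-free and DMSO wells.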
RGS4 inh – blocks human RGS4-accelerated GTP hydrolysis; P49798; Transcreener GDP fluorescence polarization, RGS4-accelerated GTP hydrolysis; Potency, µM (series often up to 114 µM), for inactives: at the top dose activity change, negative = inhibition, actives largely listed as inhibitors; hit rate 0.039% among 390,000; AID 504845; further: potency means the concentration at half of the fitted maximal effect; on the % scale 0 is the no-effect control and ±100 the full control effect; nearly all actives have a fitted effect of over 75% in size; some results filed as inactive show a strong effect at the top dose
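MLSMR compounds (23 nl, pin-transferred) preincubated 10 min at room temperature with a 500nM (2x) first reagent, then RGS4 at 900nM (2x) plus Transcreener GDP mix added; fluorescence polarization (620/688 nm) read before and after 90 min at 30 °C.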
12-LOX inh – inhibitors of human 12S-lipoxygenase ALOX12. P18054. purified 12hLO, xylenol orange hydroperoxide absorbance. Potency, µM (series often up to 108 µM), for inactives: at the highest dose activity change, negative = inhibition, actives largely listed as inhibitors. hit rate 1.1% among 580,000. AID 1671190; further: potency means the concentration at half of the fitted maximal effect; on the % scale 0 is the no-effect control and ±100 the full control effect
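Purified human 12hLO at 150 nM in 25 mM Hepes, 0.01% Triton X-100, pH 7.0, preincubated 15 min at room temperature with compound. Reaction started with 40 uM arachidonic acid, 30 min at room temperature. Hydroperoxide measured by Fe-xylenol orange, 573/405 nm absorbance ratio.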
D2 agonist – activates the human D2 dopamine receptor. P14416. HEK293 T-REx D2 cells, calcium flux agonist mode. activation, % at 2 µM. hit rate 0.53% among 340,000. AID 485358;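 active means activation over 3 SD above normal in the single-dose calcium agonist read, cut at about 30% in these data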; further: 0% is about no effect
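Agonism is scored from calcium flux in a force-coupled, inducible HEK293 cell line expressing D2, read kinetically for 180 s after compound addition against dopamine controls.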
Vif-APOBEC3G blk – Vif-A3G binding inhibition | Q9HC16 | HeLa A3G-eYFP + Vif (tagged APOBEC3G with the HIV-1 protein that degrades it), YFP fluorescence, overnight | Potency, µM (titrated, usually from 46.1 µM), for inactives: top-dose activity, negative = active, most hits filed as inhibitors | hit rate 0.076% among 410,000 | AID 602310;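 further: potency means the concentration at half of the fitted maximal effect; on the % scale 0 is the no-effect control and ±100 the full control effect; nearly all actives have a fitted effect of over 60% in size; hits raise eYFP signal because A3G escapes Vif-driven loss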
Target sequence (Q9HC16 whole entry, looked up): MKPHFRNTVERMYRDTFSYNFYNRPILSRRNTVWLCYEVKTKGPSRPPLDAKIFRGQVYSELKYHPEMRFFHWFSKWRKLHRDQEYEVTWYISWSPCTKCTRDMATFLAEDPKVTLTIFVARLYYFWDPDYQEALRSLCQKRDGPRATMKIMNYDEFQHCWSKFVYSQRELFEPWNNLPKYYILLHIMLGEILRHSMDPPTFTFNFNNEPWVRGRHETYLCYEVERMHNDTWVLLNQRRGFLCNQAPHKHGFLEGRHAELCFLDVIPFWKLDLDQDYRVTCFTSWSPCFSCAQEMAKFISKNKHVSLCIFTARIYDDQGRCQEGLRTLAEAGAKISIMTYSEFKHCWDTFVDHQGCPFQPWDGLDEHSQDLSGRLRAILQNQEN
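Read-out is eYFP fluorescence (Ex 488/Em 500-530) from Vif-expressing HeLa A3G-eYFP cells; more signal means A3G escaped Vif-mediated degradation. Cells plated overnight, compound pinned in, incubated overnight at 37 deg C.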
ERG Ets-DNA blk – inhibitors of human ERG Ets domain-DNA interaction. hit rate 0.028% among 370,000. Potency, µM (top dose mostly 76.9 µM), for the others: at the highest dose FP activity, negative = inhibition, most hits filed as inhibitors. P11308. fluorescence polarization, His-ERG Ets domain / labelled DNA; active means well fitted inhibition curve with a large enough effect in the polarisation, with a control signal flat; inconclusive means small, poorly fitted or top-dose-only effect, or effect the other way, or a change in a side signal; inactive means no such curve, though single readings can be large or run the other way; the % refers to the polarisation;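 further: polarization taken with two DNA probes labelled with fluorescein and Texas red; potency means the concentration at half of the fitted maximal effect; % of control where 0% means no effect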
Target sequence (P11308 whole entry, looked up, the tested form may be a part): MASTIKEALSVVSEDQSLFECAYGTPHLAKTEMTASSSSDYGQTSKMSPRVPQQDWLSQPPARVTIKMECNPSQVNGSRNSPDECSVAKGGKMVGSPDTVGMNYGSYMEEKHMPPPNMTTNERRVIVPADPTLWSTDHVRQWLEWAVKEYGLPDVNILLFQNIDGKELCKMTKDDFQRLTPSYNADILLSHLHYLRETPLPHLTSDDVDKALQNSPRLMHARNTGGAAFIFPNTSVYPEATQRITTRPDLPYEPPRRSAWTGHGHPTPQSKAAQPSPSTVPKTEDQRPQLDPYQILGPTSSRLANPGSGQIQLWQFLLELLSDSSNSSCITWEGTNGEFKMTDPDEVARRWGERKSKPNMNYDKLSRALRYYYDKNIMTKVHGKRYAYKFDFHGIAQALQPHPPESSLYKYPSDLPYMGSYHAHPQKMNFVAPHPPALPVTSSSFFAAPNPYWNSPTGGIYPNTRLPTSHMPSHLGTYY
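His-tagged ERG Ets domain (1 uM in the protein solution; 300mM KCl, 50mM Tris-HCl, 1mM EDTA, 1mM DTT, pH 7.5) received compound, then a probe mix of 5 nM fluorescein-DNA and 100nM Texas-615-DNA. Fluorescence polarization was read for both dyes.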
* marks the source's active call; other numbers are inactive results; u = inconclusive; x = not tested or not shown; & = joins results of further samples; [ ] = remark or other dose. Unless noted, the call rests on the fitted dose curve; in most records, active means well fitted curve in the direction sought with a large enough effect; inconclusive means small, poorly fitted or top-dose-only effect, or another doubt; inactive means no such curve, though single readings can be large; an effect the other way counts as inactive or inconclusive.

mol,Vif-APOBEC3F blk,Glioma ERSR ind,D2 antag,LDHA inh,RGS4 inh,12-LOX inh,D2 agonist,Vif-APOBEC3G blk,ERG Ets-DNA blk
Cc1n[nH]c(C)c1-c1nc2ccccc2[nH]1,-7%,7%,6,0,9%,-22%,-0.3,2%,-4%
Cc1noc(C)c1COc1ccc(C(=O)NNC(=O)c2ccccc2F)cc1,-4%,-4%,3,-5,8%,x,0.7,u,1%
CCC(Nc1ccc(-c2nc(-c3ccccn3)no2)cc1[N+](=O)[O-])c1ccccc1 (centres undefined),1%,6%,x,-4,20%,-3%,1.7,1%,-3%
Cc1nc(-c2ccc3c(c2)OCO3)cs1,1%,-2%,-13,2,-14%[56.9 µM],u,0.3,1%,-6%
CO/N=C/CC(=O)c1ccc([N+](=O)[O-])c(CS(=O)(=O)c2ccc(Cl)cc2)c1,3%,0%,-9,-16,-2%,-2%,-0.2,3%,-3%
COc1cccc(CNC(=O)Cn2c(SCC(=O)Nc3ccc(F)cc3)nc3ccccc32)c1,2%,-8%,x,0,-36%,u,-3.7,-4%,10%
CCCCN1C(=O)C(CC(=O)NCCc2ccccn2)CC(C(=O)N2CCOCC2)=C1C (centres undefined),1%,-5%,x,0,x,-19%,x,0%,x
O=C(/C=C/c1ccc(S(=O)(=O)N2CCOCC2)cc1)N1CCN(c2ccccc2)CC1,-6%,-4%,2,-7,19%,6%,-3.1,2%,16%
O=C(CSc1nc2ccccc2s1)c1cc2ccccc2o1,25µM*,1%,3,-1,-16%,-6%,-1.0,u,13%
Cc1ccc2ccccc2c1Cn1c(-n2ccnc2)nc2c1c(=O)n(C)c(=O)n2C,3%,-2%,4,-3,7%,0%,0.2,0%,0%
Cc1nn(C)c(C)c1NC(=O)CC12CC3CC(CC(C3)C1)C2,-1%,-5%,19,0,-1%,0%,-0.1,-3%,3%
COc1c(Cl)cc(-c2noc(C)c2C(=O)NCCc2ccc(C)cc2)cc1Cl,1%,-4%,x,1,-18%,-5%,x,-6%,7%
CCn1c(=O)c(=O)[nH]c2cc(C(=O)NCc3ccc(F)cc3)ccc21,8%,-3%,-8,-7,-4%,u,-0.5,0%,39%[activator]
CC(O)CNc1nc2c(c(=O)n(Cc3cccc(Cl)c3)c(=O)n2C)n1C (centres undefined),-19%,-7%,13,-4&3,-17%,-29%&12%,-0.1,1%,5%
Cc1ccccc1CS(=O)(=O)CCC(=O)N1CCN(c2ccc(N3CCOCC3)nn2)CC1,-5%,-5%,4,-6,15%,-13%,0.5,-4%,-8%
Cc1ccc(-n2cccn2)c(CN2CCCC(C(=O)c3sccc3C)C2)c1 (centres undefined),-22%,-5%,73*,3,-3%,1%,1.4,-1%,9%
O=C(O)c1cc(S(=O)(=O)O)cc(Nc2c3ccccc3nc3ccccc23)c1O,6%,-3%,-6,21,9%,-8%,-1.7,-2%,10%
Cc1cc(C)cc(NS(=O)(=O)c2ccc3[nH]cc(C(=O)NCCc4ccccc4)c(=O)c3c2)c1,-10%,6%,x,-2,-15%,u,0.3,-11%,0%
CN(C(=O)c1cc(COc2ccc(F)c(F)c2)on1)C1CCOC1 (centres undefined),-15%,4%,-8,-7,-3%[56.9 µM],6%,-0.2,4%,-9%
COc1ccc(C=C2Cc3ccccc3C2=O)cc1,x,-1%,x,0,x,6%,x,-2%,x
Cc1cccc(N2CCN(C(=O)c3cc4n(n3)C(C(F)(F)F)CC(c3ccco3)N4)CC2)c1C (centres undefined),-9%,17%,1,-1,-6%,-1%,1.6,-14%,1%
Cc1ccc[n+](CC(=O)Nc2cc(C(F)(F)F)ccc2Cl)c1,0%,-4%,16,-2,-1%,10%,-1.1,-1%,x
CC(Oc1ccc(Cl)cc1Cl)C(=O)NC(=S)N1CCc2ccccc21 (centres undefined),15%,-3%,-3,-2,-11%,-23%,0.7,-16%,8%
COc1ccc(-c2csc(N(CCc3ccc(OC)c(OC)c3)C(=O)COc3ccccc3)n2)cc1,0%,4%,7,2,-22%,0%,-0.3,-20%,-3%
O=C(Nc1ccccc1C(=O)O)c1ccc(NC(=O)C2CCCO2)cc1 (centres undefined),-6%,-4%,-7,-13,6%,16%,1.4,-3%,-14%
CCCn1c2ccccc2c2cnn(CC(=O)N(CCCOC(C)C)Cc3ccco3)c(=O)c21,-2%,-6%,x,-1,2%,-19%,-0.5,-8%,1%
COc1ccc2c(CSc3nnc(-c4cccnc4)n3-c3ccccc3F)cc(=O)oc2c1,3%,-4%,-7,-5,3%,-3%,-1.0,-1%,-3%
NS(=O)(=O)c1ccc(NS(=O)(=O)c2cccs2)cc1,-10%,-4%,4,-2,19%,14%,-0.1,0%,x
O=C(CN1C(=O)c2ccccc2Sc2ncccc21)Nc1cccc(C(F)(F)F)c1,-8%,-1%,x,-3,6%,-28%,0.3,-3%,2%
Cn1c(CNC(=O)c2ccc(Cl)cc2)nnc1SCC(=O)Nc1sc2c(c1C#N)CCCC2,0%,-6%,6,-14,-39%,45%[activator],0.7,2%,-9%
COc1ccc(NC(=S)NC23CC4CC(CC(C4)C2)C3)cc1OC,2%,-3%,25,5,-28%,18%,0.6,-1%,3%
Cc1cc(C(=O)CN2C(=O)C(=O)N(Cc3ccco3)C2=O)c(C)n1CCc1ccc(F)cc1,-3%,-1%,3,-6,1%,-2%,0.0,u,-2%
Clc1ccc(CSc2ncccn2)cc1,-6%,6%,-2,2,-6%,-2%[57.4 µM],0.3,1%,-2%
Cc1ccc(S(=O)(=O)N(Cc2ccccc2)c2ccccc2C(=O)NCc2cccnc2)cc1,1%,-1%,2,-6,-25%,9%,-1.0,-5%,0%
Cc1cccc(-n2c(SCC(N)=O)nc3c(oc4ccccc43)c2=O)c1,-1%,-3%,x,-2,-1%,u,0.2,-3%,4%
CCOc1ccc(N(CC(=O)Nc2cc(C)cc(C)c2)S(C)(=O)=O)cc1,6%,9%,41*,-2,13%,81%[activator],-0.2,-2%,-2%
CC(C)(C(=O)N1CCC1(C)C(=O)NS(=O)(=O)c1cccc(C#N)c1)c1ccccc1 (centres undefined),x,0%,x,-2,x,-10%,x,-3%,x
CCCCN(CC)C(=O)c1c[nH]c2ccc(S(=O)(=O)Nc3cccc(OC)c3)cc2c1=O,-7%,-5%,x,-3,4%,u,-0.9,0%,1%
COC(=O)c1ccccc1NC(=O)Nc1ccc2c(c1)OCO2,5%,-5%,-6,-2,2%,9%,0.3,-7%,-2%
O=C(COC(=O)c1ccccn1)c1ccc([N+](=O)[O-])cc1,0%,6%,-13,-4,-32%,u,-0.7,-7%,-1%
COC(=O)C1=C(CN2CCCc3ccccc32)NC(=O)NC1c1ccc(F)cc1 (centres undefined),1%,-12%,-8,9,-4%,-14%,-1.0,-10%,x
CCOC(=O)C1CCN(C(=O)CN2C(=O)c3ccccc3Sc3ncccc32)CC1,2%,1%,-3,-3,-23%[56.9 µM],5%,0.7,0%,-9%
CC1=C(C(=O)OC2CCCC2)C(c2cccc(Cl)c2Cl)CC(=O)N1 (centres undefined),-23%,-8%,x,-4,-38%,-11%,x,-14%,0%
O=C1NC2(CCCCCC2)C(=O)N1Cc1ccc(F)cc1Cl,-15%,-7%,-5,-2,11%,-8%,0.4,7%,8%
COc1ccc(S(=O)(=O)N2CCCCCC2)cc1NC(=O)CN1C(=O)NC(C)(c2ccccc2)C1=O (centres undefined),3%,0%,0,-3,-13%,-26%,0.0,-9%,1%
COc1ccc(Nc2nc(NCc3ccco3)nc(N/N=C/c3ccccc3)n2)cc1,0%,-2%,2,-6,-1%,-7%,0.4,0%,13%
O=C(O)CSc1c2c(nc3cc(C(=O)Nc4ccc(F)c(Cl)c4)ccc13)CCCC2,5%,-4%,-15,-4,-20%,0%,0.2,0%,-6%
Cc1c(Br)c(C(=O)NNC(=O)c2ccc(C(C)(C)C)cc2)nn1C,2%,14%,4,-2,17%,118%[activator],0.4,-6%,-13%
CC12CN3CCN(CC(C3)/C1=N/N=C/c1cccc([N+](=O)[O-])c1)C2,4%,1%,x,-2,14%,318%[activator],x,-1%,5%[15.4 µM]
O=C(Oc1ccccc1/C=C\C(=O)c1cc2ccccc2o1)c1ccccc1,-20%,-1%,4,0,u,-10%,1.3,-3%,x
COc1ccc(CC(=O)OCC(=O)NC2CC2)cc1,4%,-4%,-13,-5,10%,174%[activator],0.0,5%,0%

Some of the compounds tested, so the mix of outcomes need not match the whole.
